FEN1 inhibitor: inhibitors of human flap endonuclease 1; Recombinant FEN1 flap cleavage, fluorescence, 15 min; Potency, µM (top dose mostly 114 µM), for inactives: top-dose activity change, negative = inhibition, usual class: inhibitors; 390,000 tested, 0.35% active; note: nearly all actives have a fitted effect of over 65% in size
Target sequence (P39748 whole entry, looked up): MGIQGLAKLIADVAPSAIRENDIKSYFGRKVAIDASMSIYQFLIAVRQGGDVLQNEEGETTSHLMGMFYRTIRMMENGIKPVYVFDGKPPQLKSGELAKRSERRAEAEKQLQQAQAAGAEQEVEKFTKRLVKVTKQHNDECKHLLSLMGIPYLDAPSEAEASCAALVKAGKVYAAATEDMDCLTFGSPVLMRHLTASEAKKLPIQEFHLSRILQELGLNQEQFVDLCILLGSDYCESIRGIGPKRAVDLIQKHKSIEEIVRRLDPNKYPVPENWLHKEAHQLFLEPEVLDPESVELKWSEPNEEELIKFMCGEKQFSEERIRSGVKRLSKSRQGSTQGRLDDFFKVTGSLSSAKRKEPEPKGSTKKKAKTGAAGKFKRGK
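FEN1 at 10 nM, compound pretreatment for 15 min (room temperature), 50 nM final substrate to initiate; endpoint reads at 0 and 15 min; DMSO-only plates used as vehicle background.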
GCN5L2 inh: inhibitors of human GCN5L2 histone acetyltransferase; Q92830; GCN5L2 HAT assay, ThioGlo1 CoA-SH fluorescence; Potency, µM (doses to about 58.9 µM), for the others: at the highest dose activity change, negative = inhibition, most hits filed as inhibitors; 390,000 tested, 0.21% active; AID 504327
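GCN5L2 (20nM final) in 50mM HEPES, 0.1mM EDTA pH 7.5, 0.01% Tween-20 was preincubated 15 min at room temperature with compound, then given ThioGlo1 (50uM), H3(1-25) peptide (75uM) and acetyl-CoA (70uM); CoA-thiol fluorescence (Ex340/Em540) was read at 0 and 20 min.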
N370S GC mod: inhibitors or activators of N370S glucocerebrosidase for Gaucher disease; N370S GC spleen homogenate, 4MU-glucoside fluorescence; Potency, µM (highest dose often 59.4 µM), for inactives: top-dose activity change, negative = inhibition, hits mostly inhibitors; 330,000 tested, 0.092% active; AID 2101;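 note: 0% = full enzyme activity and -100% = no enzyme basal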
* hit, by the source's call; ? = inconclusive; . = not tested or not shown; [ ] = another dose, or the depositor's remark. Calls come from the whole dose curve; as a rule, active = well fitted curve in the direction sought with a large enough effect; inconclusive = small, poorly fitted or top-dose-only effect, or another doubt; inactive = no such curve, though single readings can be large; an effect the other way counts as inactive or inconclusive. Unless noted, % is set by controls: 0 for no effect and ±100 for the full control effect; potency is the fitted concentration of half-maximal effect.

N370S GC mod,FEN1 inhibitor,GCN5L2 inh,SMILES
-11%,-1%,-1%,CC[N+]1(CC)CC2=Cc3c(ccc4ccccc34)CC2C1 (stereo not drawn)
-9%,-5%,-10%,CC(C)(C)c1ccccc1OCCOCCSc1ncccn1
4%,-8%,-3%,Nc1nonc1-c1noc(-c2ccc(Br)o2)n1
-3%,12%,2%,CCOC(=O)c1ccc(NC(=S)N2CCCC2c2ccc(OC)c(OC)c2)cc1 (stereo not drawn)
0%,0%,-4%,O=C(/C=C/c1cccc([N+](=O)[O-])c1)NC1CC2CCC1C2 (stereo not drawn)
0%,5%,1%,NC(=O)c1nn(-c2ccccc2)nc1NC(=O)CSc1nnnn1-c1ccc(Cl)cc1
-2%,17%,-12%,Cc1occc1C(=O)Nc1c(Cl)cccc1Cl
-1%,4%,0%,CCc1noc(C)c1C(=O)NC1CCCc2c1cnn2-c1cc(C)cc(C)c1 (stereo not drawn)
-10%,-6%,-22%,CCC(C)NC(=O)c1ccc(C)c(NC(=O)C2=C(C)OCCS2)c1 (stereo not drawn)
19%,3%,-5%,O=C(NCc1ccc2c3c(cccc13)C(=O)N2)c1cccs1
-3%,-1%,23%,COc1cc(CNCc2ccccn2)ccc1OCC(=O)NC(C)(C)C
0%,-14%,-1%,Cc1nc2ccccc2c2c1CC(C)S2 (stereo not drawn)
.,18%,-1%,CCOc1ccc(NC(=O)C2CCC(CNS(=O)(=O)c3ccc4c(c3)CCCC(=O)N4)CC2)cc1 (stereo not drawn)
-2%,.,-10%,COc1ccccc1CNc1ncncc1-c1ccccc1Cl
-8%,-16%,-9%,O=C(CSc1ccccc1C(=O)O)c1ccc(Cl)cc1
3%,-7%,2%,Cc1cc(C(F)(F)F)nc(SCC(=O)NC2=NC(=O)C(C)S2)n1 (stereo not drawn)

Among those listed so far, these contain an aryl methoxy group.
N370S GC mod,FEN1 inhibitor,GCN5L2 inh,SMILES
-3%,12%,2%,CCOC(=O)c1ccc(NC(=S)N2CCCC2c2ccc(OC)c(OC)c2)cc1 (stereo not drawn)
-3%,-1%,23%,COc1cc(CNCc2ccccn2)ccc1OCC(=O)NC(C)(C)C
-2%,.,-10%,COc1ccccc1CNc1ncncc1-c1ccccc1Cl

(cont.)
N370S GC mod,FEN1 inhibitor,GCN5L2 inh,SMILES
-5%,-19%,-1%,CCN(CC)c1ccc(C2Nc3cccc4cccc(c34)N2)cc1
-3%,-4%,32%[activator],CCCCn1c(/C=N/Nc2nc3ccccc3[nH]2)nc2ccccc21
-6%,-1%,-9%,COc1ccc(Oc2nc(-c3ccncc3)nc3ccccc23)cc1
3%,0%,-3%,CCOC(=O)C1=C(C)OC(N)=C(C#N)C1c1cc(F)ccc1F (stereo not drawn)
-2%,-3%,-5%,Cc1nn(Cc2c(F)cccc2Cl)c(C)c1[N+](=O)[O-]
17%,-11%,-10%,Cc1ccccc1OCCCSc1nc2ccccc2[nH]1
5%,-13%,-10%,NS(=O)(=O)c1ccc(CCNC(=O)Nc2ccc(Cl)c(Cl)c2)cc1
.,0%,-3%,Cc1ccc(N2CCN(S(=O)(=O)c3c(C)[nH]c(=O)[nH]c3=O)CC2C)cc1 (stereo not drawn)
7%,12%,-14%,CC(c1ccco1)N(C(=O)c1ccccc1NS(=O)(=O)c1ccc(Cl)c([N+](=O)[O-])c1)c1ccccn1 (stereo not drawn)
0%,0%,-18%,O=C(COC(=O)/C=C/c1cccs1)NC1CCCCC1
-16%,-15%,-13%,O=C(Nc1ccc(S(=O)(=O)N2CCCC2)cc1)C1CC(=O)N(c2ccc(F)cc2)C1 (stereo not drawn)
5%,5%,-8%,O=C(Nc1nnc(-c2ccc(Cl)cc2)o1)NC1CCCCC1
-9%,4%,-11%,CCC(NC(=O)c1cc(COc2cc(C)c(Cl)c(C)c2)on1)c1ccncc1 (stereo not drawn)
10%,4%,-16%,Cn1cc([N+](=O)[O-])c(C(=O)Nc2ccc(Br)cn2)n1
-9%,-13%,?,CC(C)(C)n1nnnc1C(c1cccs1)N1CCN(Cc2ccccc2)CC1 (stereo not drawn)
19%,-5%,-11%,CC1CCc2c(sc(Nc3nc4c(F)cccc4s3)c2C(N)=O)C1 (stereo not drawn)
1%,-5%,-2%,COCC(C)NC(=O)COc1nncc2ccccc12 (stereo not drawn)
-13%,-10%,-7%,COc1ccc(CN2CCN(S(=O)(=O)c3ccc(C)cc3)CC2)cc1Br
0%,-5%,0%,Cc1ccc(NC(=O)CSCC(=O)NCc2cccc(C(F)(F)F)c2)cc1
.,-5%,1%,Cc1ccc(Cn2c(=O)n(CCCCC(=O)NCc3ccccc3Cl)c(=O)c3ccccc32)cc1
6%,-4%,-10%,Cc1nc2ccccc2c(=O)n1NC(=O)c1ccco1
-6%,-1%,-6%,CC1CCN(C(=O)CN2C(=O)c3cccc4cccc(c34)C2=O)CC1
28%,-2%,-8%,O=[N+]([O-])c1ccccc1-c1ccc(C(=S)N2CCCCC2)o1
-6%,-8%,-1%,Cc1ccc(SCCCn2cncn2)cc1
3%,-4%,3%,CCn1c(SCC(=O)Nc2ccc3c(c2)OCCO3)nnc1-c1ccco1
-8%,-8%,2%,Cc1ccccc1CSc1nc2[nH]ncc2c(=O)[nH]1
.,-1%,-2%,Cc1ccc(C2(C)NC(=O)N(CC(=O)NNC(=O)c3ccccc3F)C2=O)cc1 (stereo not drawn)
4%,-5%,-13%,COc1ccc(N(CN2C(=O)C3CCCCC3C2=O)C(=O)c2ccco2)cc1 (stereo not drawn)
-10%,-1%,-11%,C=CCSc1nnc2c(n1)OC(c1ccccn1)N(C(C)=O)c1ccccc1-2 (stereo not drawn)
-22%,16%,0%,O=C(CSc1nnc(-c2ccc(O)cc2)n1Cc1ccco1)c1cccs1
0%,6%,0%,COc1ccc2cc(Br)ccc2c1CC(=O)NC(C)C
1%,23%,2%,CCc1cc(=O)oc2cc(OCC(=O)N3CCC(C(=O)O)CC3)ccc12

Of the compounds above, 8 contain a furan ring, fused or not:
N370S GC mod,FEN1 inhibitor,GCN5L2 inh,SMILES
4%,-8%,-3%,Nc1nonc1-c1noc(-c2ccc(Br)o2)n1
-2%,17%,-12%,Cc1occc1C(=O)Nc1c(Cl)cccc1Cl
7%,12%,-14%,CC(c1ccco1)N(C(=O)c1ccccc1NS(=O)(=O)c1ccc(Cl)c([N+](=O)[O-])c1)c1ccccn1 (stereo not drawn)
6%,-4%,-10%,Cc1nc2ccccc2c(=O)n1NC(=O)c1ccco1
28%,-2%,-8%,O=[N+]([O-])c1ccccc1-c1ccc(C(=S)N2CCCCC2)o1
3%,-4%,3%,CCn1c(SCC(=O)Nc2ccc3c(c2)OCCO3)nnc1-c1ccco1
4%,-5%,-13%,COc1ccc(N(CN2C(=O)C3CCCCC3C2=O)C(=O)c2ccco2)cc1 (stereo not drawn)
-22%,16%,0%,O=C(CSc1nnc(-c2ccc(O)cc2)n1Cc1ccco1)c1cccs1

The list continues.
N370S GC mod,FEN1 inhibitor,GCN5L2 inh,SMILES
-22%,-2%,0%,COc1cc(OC)cc(C(=O)N2CCC(C(=O)c3ccc(F)cc3)CC2)c1
13%,1%,-9%,COc1cc(C(=O)NC(CCSC)C(=O)OCc2cc([N+](=O)[O-])cc3c2OCOC3)cc(OC)c1OC (stereo not drawn)
-1%,-8%,2%,O=C(CCl)Nc1c(C(=O)Nc2ccc3c(c2)OCCO3)oc2ccccc12
-2%,-6%,5%,CC1CN(S(=O)(=O)c2cccc(C(=O)NN3CCN(C)CC3)c2)CC(C)O1 (stereo not drawn)
6%,4%,-4%,C=C(C)CNC(=S)/N=c1\scc(C)n1CC
7%,-20%,-2%,COc1ccc(N2CCN(C(c3cc4ccc(C)cc4[nH]c3=O)c3nnnn3C3CCCC3)CC2)cc1 (stereo not drawn)
12%,-9%,1%,O=Cc1nc(-c2ccccc2Cl)n2ccccc12
-5%,-7%,1%,CC1CCCC(C)N1C(=O)COc1ccc(-c2nnco2)cc1 (stereo not drawn)
-5%,-17%,-1%,OCCC1CN(Cc2ccn[nH]2)CCN1Cc1ccc(F)c(F)c1 (stereo not drawn)
0%,8%,-8%,Nc1ncnc(NNC(=O)CNC(=O)c2c(F)cccc2Cl)c1[N+](=O)[O-]
.,17%,-11%,CC(C)CC(=O)Nc1ccc2nc(SCC(=O)N3CCOCC3)sc2c1
.,-2%,-3%,CCN1CCN(C(=O)c2cnn(-c3ccc(F)cc3F)c2C2CCN(C(=O)OC(C)(C)C)CC2)CC1
9%,-3%,2%,COc1ccc(CCNC(=O)c2ccc(=O)[nH]n2)cc1OC
-3%,16%,-7%,COc1cc(CNn2c(C)n[nH]c2=S)cc(Br)c1OCC(=O)NC(C)(C)C
-1%,4%,-2%,CCOc1ccc(S(=O)(=O)Nc2ccccc2C(=O)N2CCOCC2)cc1
.,4%,-2%,O=C(CNC(=O)c1ccc(Cl)cc1)NNc1c(F)c(F)cc(F)c1F
-6%,-11%,-3%,Cc1c(CN2CCc3c([nH]c4ccccc34)C2CC(C)C)cnn1C (stereo not drawn)
11%,-2%,-1%,C=CCNC(=O)COC(=O)COc1ccc(Cl)cc1C
5%,11%,-24%,Cc1ccc(CSc2nc3c(cc2C#N)CCC3)cc1
3%,8%,-1%,N#Cc1ccc(NC(=O)CCc2ccc(S(=O)(=O)N3CCOCC3)cc2)cc1
-6%,-1%,-1%,COc1ccc(OC)c(S(=O)(=O)NCc2ccccn2)c1
.,-24%,0%,CCCOc1cccc(NC(=O)c2c(-c3ccccc3Cl)noc2C)c1
-6%,-8%,?,O=C(O)c1cc([N+](=O)[O-])ccc1NCCc1ccccc1
-8%,1%,-4%,CC(OC(=O)/C=C/c1cccc(F)c1)C(=O)NC1CCCCC1C (stereo not drawn)
13%,-7%,1%,CNC(=S)N1CCc2cc(OC)c(OC)cc2C1
?,-2%,-16%,CCn1c(=O)c2cc(C(=O)N(C)c3ccc(OC)cc3OC)sc2c2ccccc21
-13%,-12%,-5%,N/C(=N/OCc1cccc([N+](=O)[O-])c1)c1nonc1N
-6%,-13%,-4%,CC1(C)C(=O)Nc2ccccc2N1C(=O)COC(=O)Cc1c(F)cccc1Cl
5%,2%,-6%,COc1ccc(S(=O)(=O)NC(N)=NCCc2ccccc2)cc1
?,-4%,1%,Cc1cnc(NC(=O)Cc2c[nH]c3ccccc23)s1
2%,1%,3%,Cc1c(C(=O)OCCN2CCCCC2)oc2ccccc12
.,12%,1%,CCOc1ccccc1C(=O)Nc1ccc(S(=O)(=O)N2CCCCC2c2cccnc2)cc1 (stereo not drawn)
5%,1%,0%,COc1ccc(CN(CC2CCCO2)C(=O)CN2C(=O)C(C)Oc3ccc(C)cc32)cc1OC (stereo not drawn)
-2%,-4%,-13%,COc1cc(S(=O)(=O)N2CCN(C)CC2)c(OC)cc1Br
.,12%,-1%,CCOC(=O)Cc1ccc(NC(=O)Nc2c[nH]c(=O)[nH]c2=O)cc1
-3%,.,-6%,CCOc1ccccc1NC(=O)C1CCN(S(=O)(=O)c2cccc3cccnc23)CC1
8%,-15%,-12%,COc1cc(C2Nc3cccc4cccc(c34)N2)cc(OC)c1O
.,-1%,-1%,Cc1cn([C@H]2C[C@H](O)[C@@H](CCC(=O)NCCN3CCCCC3)O2)c(=O)[nH]c1=O
3%,0%,-3%,O=C(CN1CCN(c2ccc(F)cc2)CC1)NCc1cccs1
-14%,5%,1%,O=C(NC(=S)Nc1ccc(S(=O)(=O)N2CCCC2)cc1)C1CCC1
-7%,-1%,0%,Cc1nn(-c2ccccc2)c(Cl)c1C1C(C#N)=C(N)Oc2n[nH]c(C)c21 (stereo not drawn)
1%,7%,-8%,COC(=O)CNC(=O)C(Cc1c[nH]c2ccccc12)NC(=O)OC(C)(C)C (stereo not drawn)
.,-6%,-2%,Cc1onc(-c2ccccc2)c1C(=O)NC1CCC(C)CC1 (stereo not drawn)
1%,-2%,13%,CCC(C(=O)NC(CC(=O)O)c1ccc(Cl)cc1)c1ccccc1 (stereo not drawn)
5%,0%,3%,Cc1csc2c(N3CCN(C(=O)Nc4ccccc4)CC3)ncnc12
.,?,-5%,COc1ccc(-c2nc3nc(C)cc(Nc4ccc(C(C)=O)cc4)n3n2)cc1
4%,4%,-3%,O=C(COC(=O)c1cc(=O)c2ccccc2o1)NCc1ccccc1
-7%,?,-10%,CCOC(=O)c1sc(=S)n(-c2ccccc2)c1N(C(C)=O)C(C)=O
14%,-2%,1%,COc1cc(OC)c(C(=O)OC(C)C(=O)Nc2cc(C(F)(F)F)ccc2Cl)cc1OC (stereo not drawn)
-1%,-16%,1%,Cc1ccc(OCC(=O)Nn2c(C)nc3ccccc3c2=O)c(C(C)C)c1
3%,3%,-18%,O=C(Nc1ccc(Cl)cc1)Nc1nnc(SCc2ccc(Cl)cc2)s1

An excerpt, so the mix of outcomes need not match the whole.
